# Screens deposited in PubChem BioAssay by The Scripps Research Institute Molecular Screening Center.
# OXTR potentiate: potentiates the human oxytocin receptor response; hit rate 0.061% among 320,000; activation, % at 3 µM; CHO-OTR cells, Fluo-8 calcium fluorescence, potentiator mode; 0% = oxytocin EC15, 100% = EC100; AID 2445;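 active = activation above that plate's cutoff, the mean activation of tested compounds plus 3 SD, cut at about 6.6% in these data, passing the limit was not always enough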;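 note: 100% uses oxytocin at 75 nM as the full agonist control; some results filed as inactive read as strong as hits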
#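 Measured by – Fluo-8 calcium dye fluorescence · Test system – human OTR in CHO cells · Dosing – one concentration, 3.0 µM compound · Controls – EC15 oxytocin alone as 0%, 75 nM oxytocin as 100% · Evaluation – normalized max/min fluorescence ratio, % activation · Timing – 6 min pre-incubation, 100 s read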
# CHRM1 antagonist: antagonists of human M1 muscarinic receptor; AID 588852; P11229; hit rate 1.3% among 360,000; CHO-K1 hM1, Fluo-8 calcium fluorescence, ACh EC80 antagonist; inhibition, % at 3 µM;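 active = percent inhibition above its own plate's cutoff, namely the mean of that plate's compound wells plus 3 SD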;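 note: peak over basal fluorescence ratio during 140 s after agonist addition; 0% = ACh EC80 plus DMSO and 100% = DMSO alone without agonist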
# Target sequence (P11229 whole entry, looked up): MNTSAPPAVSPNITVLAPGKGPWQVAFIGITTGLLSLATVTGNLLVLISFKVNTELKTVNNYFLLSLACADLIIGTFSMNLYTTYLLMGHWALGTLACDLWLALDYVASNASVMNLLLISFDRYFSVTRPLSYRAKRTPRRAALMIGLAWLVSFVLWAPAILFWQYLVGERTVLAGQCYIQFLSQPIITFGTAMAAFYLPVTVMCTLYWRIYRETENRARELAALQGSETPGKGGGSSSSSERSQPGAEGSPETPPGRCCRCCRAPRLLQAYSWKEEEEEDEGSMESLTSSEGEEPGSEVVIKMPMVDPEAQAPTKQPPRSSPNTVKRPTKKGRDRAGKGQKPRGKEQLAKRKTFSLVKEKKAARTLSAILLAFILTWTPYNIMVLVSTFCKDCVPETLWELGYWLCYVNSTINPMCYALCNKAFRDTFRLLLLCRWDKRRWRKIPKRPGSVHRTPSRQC
# M1 PAM: positive allosteric modulators of human M1 muscarinic receptor. P11229. CHO-K1 hM1, Fluo-8 calcium fluorescence, ACh EC20; 0% = ACh EC20, 100% = maximal ACh. activation, % at 3 µM. hit rate 0.088% among 360,000. AID 588819; in the data active = activation above about 19%, passing the limit was not always enough
# CHRM1 agonist: human M1 muscarinic receptor agonism | AID 588814 | activation, % at 3 µM | CHO-K1 hM1, Fluo-8 calcium fluorescence, agonist mode; 0% DMSO, 100% acetylcholine EC100 | hit rate 0.33% among 360,000;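 active = activation above the run's mean compound activation plus 3 SD, cut at about 16% in these data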;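 note: peak over basal fluorescence ratio within a 140 s kinetic read after compound addition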
# TAAR1 antag: antagonists of human TAAR1; Q96RJ0; inhibition, % at 3 µM; CHO RD-HGA16 TAAR1, Fluo-8 calcium fluorescence, antagonist; hit rate 1.5% among 360,000; AID 624466;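 active = inhibition above a per-plate cutoff, the mean inhibition of test compounds on that plate plus 3 SD, cut at about 49% in these data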;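 note: 0% = DMSO plus EC80 beta-PEA response and 100% = DMSO alone without agonist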
# Target sequence (Q96RJ0 whole entry, looked up): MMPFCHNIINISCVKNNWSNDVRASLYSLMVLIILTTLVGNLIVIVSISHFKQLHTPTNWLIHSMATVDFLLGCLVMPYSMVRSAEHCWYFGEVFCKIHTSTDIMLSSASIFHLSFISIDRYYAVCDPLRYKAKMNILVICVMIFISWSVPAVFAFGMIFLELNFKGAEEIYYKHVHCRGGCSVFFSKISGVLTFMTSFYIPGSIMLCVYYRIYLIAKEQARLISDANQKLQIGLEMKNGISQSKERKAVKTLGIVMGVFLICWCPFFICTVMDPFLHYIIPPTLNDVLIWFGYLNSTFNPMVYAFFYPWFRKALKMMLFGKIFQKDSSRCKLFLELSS
#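 Material: RD-HGA16 CHO cells with stable hTAAR1 and Gα16; Dosing: single nominal final test compound concentration of 3 µM; Schedule: seeding 17-24 h prior, 75-min 37 °C, 30-min RT dye loading; Detection: kinetic Fluo-8 calcium fluorescence measurement; Measure: % inhibition from peak post-agonist over basal fluorescence ratio; Benchmarks: vehicle and agonist controls.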
# V1aR counter: counter-screen for oxytocin receptor agonists: human V1a receptor agonists; AID 2797; hit rate 0.25% among 320,000; P37288; activation, % at 3 µM; CHO-V1R cells, Fluo-8 calcium fluorescence, agonist mode; 0% DMSO, 100% 3 nM vasopressin;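 active = activation above the mean activation of all tested compounds plus 3 SD, per screening run, cut at about 20% in these data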;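 note: signal is peak over basal fluorescence ratio across a 100 second FLIPR read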
# CHO parental Ca: counter-screen for OX1R antagonists: effect in parental CHO cells; inhibition, % at 5.6 µM; hit rate 0.63% among 330,000; parental CHO-K1, ATP-induced calcium, Fluo-8 fluorescence;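 active = inhibition above that plate's mean sample inhibition plus 3 SD, cut at about 26% in these data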;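 note: 0% = ATP-challenged DMSO wells and 100% = DMSO wells without ATP; some compounds past the cut are filed as inactive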
#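 Assay system: parental CHO cells; Read-out basis: percent inhibition of ATP-evoked calcium rise, normalized to controls; Benchmarks: ATP and no-ATP DMSO wells; Compound dosing: single nominal dose of 5.6 µM per compound; Signal: Fluo-8 calcium dye fluorescence; Also added: ATP as calcium-mobilizing challenge; Repeats: singlicate.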
# TAAR1 agonist: human TAAR1 agonism; Q96RJ0; CHO RD-HGA16 TAAR1, Fluo-8 calcium fluorescence; vehicle wells 0%, saturating PEA agonist 100%; activation, % at 3 µM; hit rate 0.99% among 360,000;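 active = activation above the mean activation of all test compounds in the run plus 3 SD, cut at about 38% in these data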
#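 test system = CHO RD-HGA16 cells carrying human TAAR1 plus Gα16 | schedule = 17-24 h seeding, 75 min 37 °C dye, 30 min RT | compound dosing = 3 µM single concentration | control set = DMSO and PEA EC100 | replicates = n 1 | signal = Fluo-8 fluorescence, 5 s baseline then 140 s kinetic read | measure = percent activation vs PEA EC100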
# OXTR ag: activates the human oxytocin receptor; hit rate 0.32% among 320,000; activation, % at 3 µM; CHO-OTR cells, Fluo-8 calcium fluorescence; normalized: DMSO 0%, oxytocin 100%;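 active = activation above the mean of all tested compounds plus 3 SD, cutoff set per screening run, cut at about 20% in these data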;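 note: peak over basal fluorescence ratio from a 100 s FLIPR kinetic read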
# * hit, by the source's call; . = no result given. Random draw from the library; about 3.7% have a hit in one of these screens.
SMILES,OXTR potentiate,CHRM1 antagonist,M1 PAM,CHRM1 agonist,TAAR1 antag,V1aR counter,CHO parental Ca,TAAR1 agonist,OXTR ag
CCOC(=O)c1cc(CC)sc1NC(=O)CC1SC(N)=NC1=O (stereo not given),1.6,-15.6,21.9,-0.7,-9.1,0.3,-6.1,5.2,-0.8
O=C(NC1CCCN(CCc2ccccc2)C1)c1c(F)cccc1F (stereo not given),-13.7,-10.6,12.7,-6.6,-4.4,0.7,0.0,1.5,0.7
Clc1ccccc1Cn1nnc2c(NCC3CC3)ncnc21,3.0,-9.4,9.3,-5.0,-18.4,5.1,-12.4,7.3,-1.1
CCOC(=O)c1c(C)nsc1NCc1ccccc1,-1.5,17.8,-7.8,-2.0,-19.8,-2.0,-13.4,22.9,-2.4
CCC(=O)c1ccc(SC(=O)N(C)C)cc1O,-2.1,9.5,-3.3,-4.5,-7.2,-1.0,-25.2,0.0,-1.3
CC(C)(C)Oc1ncc(Br)c(OC(C)(C)C)n1,-5.7,-15.6,8.3,-5.1,-7.6,0.6,2.1,1.6,0.1
CC1CN(Cc2c(O)ccc3c2oc(=O)c2ccccc23)CC(C)O1 (stereo not given),-1.2,-11.8,12.5,0.5,-41.9,0.0,-7.0,1.8,0.0
C/C(=N\NC(=O)CSc1nnc(C)s1)c1ccc(Cl)cc1,-1.9,11.5,-4.9,-3.2,-4.9,-0.1,-4.1,1.1,-1.5
CCN1C(=O)C(O)(C2COC(C)(C)CC2=O)c2ccccc21 (stereo not given),-7.1,-19.9,10.4,-3.0,-0.3,1.0,-5.1,5.0,2.4
CC1CCCN(C(=O)c2ccc3c(c2NCCO)C(=O)c2ccccc2C3=O)C1 (stereo not given),-9.5,6.9,-2.4,-0.8,21.6,3.1,-21.1,29.8,0.2
O=C1C=C(Nc2ccc(Cl)cc2)CC(c2ccc(Cl)cc2)C1 (stereo not given),-14.6,13.9,-9.0,-5.6,19.9,1.5,-19.2,13.1,-0.2
CCCCn1c(N)c(N(CC(C)C)C(=O)CC2OC(=O)c3ccccc32)c(=O)[nH]c1=O (stereo not given),-5.0,-11.6,13.2,-1.7,-24.2,-0.8,-13.5,4.9,0.0
COc1ccc(CN2CCNC(=O)C2CC(=O)NCc2cccc(C)n2)c(OC)c1 (stereo not given),-2.8,-20.4,20.4,-1.3,-24.8,-0.8,-8.6,9.3,-0.3
Cc1cc(C)nc(CCNC(=O)C2CCC(=O)N(Cc3ccccc3F)C2)n1 (stereo not given),-4.2,-12.2,7.7,-1.9,-23.0,0.3,1.7,1.0,0.2
Cc1ccc(C)c(C(C)NC(=O)C2C3CCC(O3)C2C(=O)O)c1 (stereo not given),-5.3,.,.,.,.,-0.1,9.2,.,0.7
CCCCn1c(N)c(N(CCOC)C(=O)COc2c(C)cccc2C)c(=O)[nH]c1=O,3.1,-24.7,8.3,-1.8,-20.5,-0.1,-5.1,6.8,-0.1
COc1ccc(C(CNC(=O)COc2ccc(Br)cc2F)N2CCCC2)cc1 (stereo not given),-2.3,6.2,2.6,-3.4,-11.9,2.0,-19.0,4.0,2.9
COc1cccc(NS(=O)(=O)c2ccc3c(c2)NC(=O)C(C)C(=O)N3)c1 (stereo not given),-7.5,-9.5,7.2,-2.3,-21.9,-0.3,1.2,0.0,0.3
Cc1ccc(NC(=O)C(C)OC(=O)CCC2CCCCC2)cc1 (stereo not given),9.1,-4.7,3.2,-6.5,-3.7,-1.1,-4.3,6.2,-1.7
Nc1ccccc1SCC(=O)Nc1ccc2c(c1)OCO2,-5.6,-0.7,6.5,-3.2,-0.7,0.7,-12.9,-0.4,-0.9
COc1ccc(CNC(=O)c2cc(-c3ccco3)on2)cc1,0.7,-1.0,1.3,-6.6,-0.5,-0.5,-10.1,16.3,-1.6
CN(C(=O)CN1CCN(c2cc(-c3cccc4oc5ccccc5c34)ncn2)CC1)c1ccccc1,.,-9.0,-2.6,-1.7,14.3,.,.,2.7,.
COc1ccc2c(c1)SCCC2=O,-8.8,-4.3,6.5,-1.1,0.0,0.1,6.3,17.1,-0.9
Cc1ccc(C(=O)CN2C(=O)NC3(CCCCC3C)C2=O)s1 (stereo not given),-2.7,-7.7,11.0,-4.9,6.1,-0.3,-15.2,0.2,-1.5
O=C(OCC(O)C1OC(c2ccccc2)OC(COC(=O)c2ccccc2)C1O)c1ccccc1 (stereo not given),.,8.6,-1.6,-2.2,46.4,.,.,4.1,.

# Full records as entered above. Screens in order: OXTR potentiate | CHRM1 antagonist | M1 PAM | CHRM1 agonist | TAAR1 antag | V1aR counter | CHO parental Ca | TAAR1 agonist | OXTR ag
# Listed for O=C(NC1CCCN(CCc2ccccc2)C1)c1c(F)cccc1F (stereo not given) = -13.7 | -10.6 | 12.7 | -6.6 | -4.4 | 0.7 | 0.0 | 1.5 | 0.7
# Listed for CCN1C(=O)C(O)(C2COC(C)(C)CC2=O)c2ccccc21 (stereo not given) = -7.1 | -19.9 | 10.4 | -3.0 | -0.3 | 1.0 | -5.1 | 5.0 | 2.4

# Returning to the listing, repeating the seven entries before the break.
SMILES,OXTR potentiate,CHRM1 antagonist,M1 PAM,CHRM1 agonist,TAAR1 antag,V1aR counter,CHO parental Ca,TAAR1 agonist,OXTR ag
Cc1ccc(NC(=O)C(C)OC(=O)CCC2CCCCC2)cc1 (stereo not given),9.1,-4.7,3.2,-6.5,-3.7,-1.1,-4.3,6.2,-1.7
Nc1ccccc1SCC(=O)Nc1ccc2c(c1)OCO2,-5.6,-0.7,6.5,-3.2,-0.7,0.7,-12.9,-0.4,-0.9
COc1ccc(CNC(=O)c2cc(-c3ccco3)on2)cc1,0.7,-1.0,1.3,-6.6,-0.5,-0.5,-10.1,16.3,-1.6
CN(C(=O)CN1CCN(c2cc(-c3cccc4oc5ccccc5c34)ncn2)CC1)c1ccccc1,.,-9.0,-2.6,-1.7,14.3,.,.,2.7,.
COc1ccc2c(c1)SCCC2=O,-8.8,-4.3,6.5,-1.1,0.0,0.1,6.3,17.1,-0.9
Cc1ccc(C(=O)CN2C(=O)NC3(CCCCC3C)C2=O)s1 (stereo not given),-2.7,-7.7,11.0,-4.9,6.1,-0.3,-15.2,0.2,-1.5
O=C(OCC(O)C1OC(c2ccccc2)OC(COC(=O)c2ccccc2)C1O)c1ccccc1 (stereo not given),.,8.6,-1.6,-2.2,46.4,.,.,4.1,.
CC(C)(C)c1ccc(-c2nc(O)c(CC(=O)O)s2)cc1,-7.7,.,.,.,.,0.6,-8.5,.,-0.7
CC1CCc2sc3c(c2C1)c1ncnn1c(=O)n3CC(=O)c1ccc(Br)cc1 (stereo not given),-10.8,-4.8,3.9,-0.2,-6.7,0.0,-9.8,7.1,0.4
Cc1cccc(Nc2nnc(SCC(=O)Nc3cccnc3Cl)s2)c1,-9.9,-11.5,4.8,-10.2,18.6,-0.3,-5.9,-0.7,-1.3
COc1cc(N)c(Cl)cc1C(=O)OCC(=O)NC(=O)NCc1ccco1,2.9,-18.4,11.2,3.8,-6.8,2.5,-11.1,0.9,2.0
CN(C)[C@@H](CO)c1nnc([C@H](CCC(=O)O)NC(=O)C2CCNCC2)o1,-2.6,4.8,-3.1,-2.1,-1.4,0.2,4.7,12.6,0.0
Cc1ccc(NC(=O)CCNS(=O)(=O)c2ccc(OC(F)(F)F)cc2)c(O)c1,-7.2,-1.4,3.4,-0.6,-23.2,3.5,-15.1,1.8,0.5
CCOC(=O)C1CCN(C(=O)CNC(=O)c2nn(-c3ccc(OC)cc3)c(=O)c3ccccc23)CC1,-11.2,-4.1,3.8,1.7,20.0,-0.1,-27.0,8.0,-2.0
CN(c1ccccc1)S(=O)(=O)c1ccc(C(=O)OCC(=O)N2CCOCC2)cc1,-6.3,-1.1,3.3,-3.4,-13.0,-0.1,4.1,1.6,0.2
Cc1ccc(-n2c(COc3cccc(C)c3)n[nH]c2=S)cc1,0.8,-7.8,7.4,-2.7,14.4,0.4,-4.3,3.7,-0.9
CCCc1nc2ccc(Br)cn2c1Cc1ccccc1,.,-0.6,-9.2,-7.3,-28.9,.,.,0.9,.
O=C(/C=C/c1c(F)cccc1Cl)Nc1nn[nH]n1,-4.1,-3.2,10.8,-7.7,-13.9,0.1,4.2,3.0,0.0
CCCCN1C(=O)C(CC(=O)NCCCCc2ccccc2)CC(C(=O)N2CCOCC2)=C1C (stereo not given),.,-4.3,16.1,5.4,-14.7,.,.,9.4,.
CCC1(c2ccccc2)NC(=O)N(CC(=O)Nc2ccccc2N2CCCC2)C1=O (stereo not given),-8.1,-13.6,9.8,12.8,3.2,14.8,-1.1,38.8*,7.3
Cc1ccc(N2CC(C(=O)Nc3ccc(S(=O)(=O)Nc4nccc(C)n4)cc3)CC2=O)cc1 (stereo not given),-1.3,-2.0,10.1,-3.4,10.0,1.2,-1.5,3.2,-0.5
COc1ccc(C)cc1NS(=O)(=O)c1cc(C)ccc1C,-3.4,-2.3,-0.1,-3.5,1.7,-0.7,-10.3,-1.2,-2.1
Cc1ccc(Cn2cc(SCC(N)=O)c3ccccc32)cc1,-5.7,1.1,5.1,0.3,-30.6,1.2,-12.3,3.5,-0.3
CCCCNCc1ccc(OCc2ccc(Cl)nc2)c(OC)c1,2.4,27.7,-8.7,-7.0,-24.8,3.5,-23.3,2.0,3.1
Clc1ccc(Cc2nnc(-c3ccccc3Br)o2)cc1,-5.4,-26.4,16.4,4.2,-5.0,-1.0,0.1,6.6,-1.5
N/C(=N\OC(=O)CCCc1ccccc1)c1ccc(Br)cc1,-0.5,-13.9,6.9,-2.2,-24.4,1.0,3.2,-1.6,0.0
CN1CCN(c2oc(-c3ccccc3)nc2S(=O)(=O)c2ccc(Br)cc2)CC1,-9.3,6.1,3.4,-2.0,.,2.1,-17.4,.,2.3
O=C(O)CSc1nc2ccccc2n1Cc1ccccc1,-6.2,-2.0,6.8,-1.7,-25.6,-0.9,-0.6,0.8,0.1
O=C(COc1ccc(Br)cc1)OCCN1CCCCC1,-10.1,-20.7,11.8,-2.1,-3.8,0.2,-5.7,9.2,-0.3
O=C(Nc1nnc(C2=COCCO2)o1)c1ccc(S(=O)(=O)N2CCOCC2)cc1,-2.3,4.1,5.7,-4.1,-15.0,0.3,-2.3,2.0,-0.1
CC1CN(c2cc(=O)n(-c3ccccc3)c(=O)[nH]2)CC(C)O1 (stereo not given),-4.1,-16.1,4.8,-0.1,-17.3,0.6,5.5,15.0,-0.1
